High-throughput results deposited in PubChem BioAssay by National Center for Advancing Translational Sciences (NCATS).
WRN inhibitor: blocks human WRN helicase; WRN helicase unwinding, fluorescent forked duplex, kinetic; AID 651768; 360,000 compounds, 0.46% hits; Potency, µM (titrated, usually from 114 µM), for inactives: at the top dose activity change, negative = inhibition, hits mostly inhibitors; Q14191; also: potency is read from the fitted curve at half-maximal effect; % is scaled to controls: 0 for no effect and ±100 for the full control effect; nearly all actives have a fitted effect of over 55% in size
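Primary qHTS, 1536-well format. 20 nM WRN + compound, 15 min RT; start with 100 nM forked fluorophore/quencher duplex, 2 mM ATP (final); kinetic read ex 525/em 598 nm.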
EPAC1 agonist: EPAC1 (human) agonism. O95398. 360,000 compounds, 0.073% hits. EPAC1 agonist qHTS, biochemical assay; response scale: 100% = response to 6.5 mM cAMP. Potency, µM (series often up to 154 µM), without a hit: top-dose activation, hits mostly activators; also: potency is read from the fitted curve at half-maximal effect; nearly all actives have a fitted effect of over 60% in size
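Compounds were pinned as a concentration titration into mixtures of EPAC1 (100 nM), BODIPY-GDP-loaded Rap1B (250 nM) and GDP (50 uM). After 5 min at room temperature, fluorescence was followed for 30 min; activity was scaled to 6.5 mM cAMP.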
PLK1 PBD inh: inhibitors of human PLK1 polo-box domain binding | P53350 | Potency, µM, without a hit: max response, negative = inhibition, most hits filed as inhibitors | AID 720504 | Plk1 PBD binding of FITC phosphopeptide, fluorescence polarization | 360,000 compounds, 2.8% hits; also: potency is read from the fitted curve at half-maximal effect; series mostly up to about 57 µM; % is scaled to controls: 0 for no effect and ±100 for the full control effect; nearly all actives have a fitted effect of over 65% in size
Target sequence (P53350 whole entry, looked up, the tested form may be a part): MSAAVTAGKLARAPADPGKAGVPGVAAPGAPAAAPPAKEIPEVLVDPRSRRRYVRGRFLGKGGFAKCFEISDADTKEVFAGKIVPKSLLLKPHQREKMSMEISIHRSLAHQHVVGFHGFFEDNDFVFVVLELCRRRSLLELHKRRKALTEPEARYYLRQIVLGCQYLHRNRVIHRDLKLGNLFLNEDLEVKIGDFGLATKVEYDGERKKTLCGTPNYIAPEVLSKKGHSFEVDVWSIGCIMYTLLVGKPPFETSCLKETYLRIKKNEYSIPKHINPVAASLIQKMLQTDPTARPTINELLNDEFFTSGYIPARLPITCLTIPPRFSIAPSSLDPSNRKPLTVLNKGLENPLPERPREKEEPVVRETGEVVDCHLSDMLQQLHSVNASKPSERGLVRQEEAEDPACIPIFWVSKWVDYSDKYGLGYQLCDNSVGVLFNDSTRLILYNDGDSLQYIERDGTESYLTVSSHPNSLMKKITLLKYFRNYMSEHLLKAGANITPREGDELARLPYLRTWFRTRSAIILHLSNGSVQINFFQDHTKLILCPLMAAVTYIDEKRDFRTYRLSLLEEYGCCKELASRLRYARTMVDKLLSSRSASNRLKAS
PI5P4Ka inh: inhibitors of human PI5P4K alpha. P48426. 330,000 compounds, 1.2% hits. PI5P4Kalpha enzyme, ADP-Glo luminescence, 60 min; hits give low values. AID 652105. max response, %; active = max response of -50% or lower; inconclusive = between -30% and -50%; inactive = -30% or higher; also: value at the top dose of about 77 µM; % is scaled to controls: 0 for no effect and ±100 for the full control effect
Target sequence (P48426 whole entry, looked up): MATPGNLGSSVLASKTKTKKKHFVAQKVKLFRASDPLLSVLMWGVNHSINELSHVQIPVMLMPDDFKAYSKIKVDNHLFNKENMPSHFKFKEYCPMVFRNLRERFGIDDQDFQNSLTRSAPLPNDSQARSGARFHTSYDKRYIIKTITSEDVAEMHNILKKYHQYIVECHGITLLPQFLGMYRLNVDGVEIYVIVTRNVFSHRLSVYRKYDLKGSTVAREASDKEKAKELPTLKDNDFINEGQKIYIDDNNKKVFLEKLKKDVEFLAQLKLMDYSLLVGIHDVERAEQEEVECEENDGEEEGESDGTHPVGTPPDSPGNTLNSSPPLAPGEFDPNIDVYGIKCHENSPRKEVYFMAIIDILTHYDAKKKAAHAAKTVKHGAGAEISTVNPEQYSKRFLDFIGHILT
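Single end-point luminescence (ADP-Glo) quantified ADP from PI5P4Kalpha turnover; ATP 5 microM final, 1 h at RT, 0.1% CHAPS and 0.28 mM EGTA in HEPES pH 7.4.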
EPAC2 agonist: agonists of human EPAC2 (RAPGEF4) | Potency, µM (titrated, usually from 154 µM), for the others: at the highest dose activation, hits mostly activators | 360,000 compounds, 0.079% hits | EPAC2 activation, biochemical qHTS; response scale: 100% = 6.5 mM cAMP response; also: potency is read from the fitted curve at half-maximal effect; nearly all actives have a fitted effect of over 50% in size
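EPAC2 (100 nM) mixed with Rap1B loaded with BODIPY-GDP (250 nM) plus 50 uM unlabeled GDP; compounds pinned in, 5 min RT, then read every 5 min for 30 min (ex 480, em 540 nm). Normalized to cAMP control.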
CCT chaperon mod: modulators of cytosolic chaperonin (CCT/TRiC) activity; purified chaperonin ATPase assay, HTRF ADP detection, 30 min; activity change, % (test concentration not listed), hits read low; 360,000 compounds, 0.3% hits; AID 651819; in the data active = activity change below about -30%; also: % is scaled to controls: 0 for no effect and ±100 for the full control effect
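ATPase activity: ADP formed was measured by HTRF Transcreener (665/615 nm ratio) after 30 min at 37 deg C with 10 uM ATP. Compounds screened at one 76 uM concentration against 40 or 20 nM TRiC in Tris pH 7.4/KCl/MgCl2/DTT buffer.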
IL2 activator: activators of IL-2. IL-2 activation reporter assay, cell-based qHTS; stimulated with anti-CD3/CD4/CD28 beads; in transgenic mouse T cells. activation, % (series mostly up to about 46 µM). 360,000 compounds, 0.065% hits; in the data active = activation above about 50%; inconclusive = mostly about 30% to 49%; also: 0% is about no effect
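Unstimulated transgenic mouse T cells preincubated 60 min with compound, then stimulated with anti-CD3/anti-CD4-coated beads plus anti-CD28 for 18 h at 37 degrees C. IL-2 response read as EGFP and DsRed fluorescence by plate cytometry.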
EPAC1 antagonist: EPAC1 (human) antagonism | EPAC1 GEF assay, Rap1b-BODIPY-GDP exchange fluorescence | AID 720709 | 360,000 compounds, 0.14% hits | Potency, µM (series often up to 115 µM), for inactives: at the top dose activity change, negative = inhibition, most hits filed as inhibitors | O95398;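 also: potency is read from the fitted curve at half-maximal effect; plate controls were vehicle for no effect and positive control for full effect; nearly all actives have a fitted effect of over 50% in size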
* hit, by the source's call; ? = inconclusive; . = not tested or not shown; [ ] = another dose, or the depositor's remark. Unless noted, calls follow the shape of the dose curve; as a rule, active = well fitted curve in the direction sought with a large enough effect; inconclusive = small, poorly fitted or top-dose-only effect, or another doubt; inactive = no such curve, though single readings can be large; an effect the other way counts as inactive or inconclusive. Some of the compounds tested; the hit share may differ from the screen's.

SMILES | WRN inhibitor | EPAC1 agonist | PLK1 PBD inh | PI5P4Ka inh | EPAC2 agonist | CCT chaperon mod | IL2 activator | EPAC1 antagonist
COc1ccc2nc(NC3=NC(c4ccccc4)CC(=O)N3)nc(C)c2c1 (stereo not drawn) | -6% | -1% | -4% | -2 | 0% | -1.4 | 5.2 | -14%
CC(C)CCNC(=O)c1ccc2c(c1)N(Cc1ccccc1)C(=O)CS2=O (stereo not drawn) | 8% | 2% | ? | -12 | 7% | -0.4 | -0.7 | ?
CC(C)(C)c1cc(CCC(=O)NCc2cccnc2)cc(C(C)(C)C)c1O | -2% | -6% | -4% | 2 | 0% | 1.0 | -1.2 | -3%
Cc1nc(-c2ccccc2)nc2n[nH]c(N)c12 | -7% | 1% | 3% | 1 | 4% | -0.7 | -1.3 | -13%
COc1ccc(OC)c(NC(=O)C2CCCN2S(=O)(=O)c2ccc3c(c2)CC(C)N3C(C)=O)c1 (stereo not drawn) | 19% | 7% | 3% | 4 | 13% | 1.3 | -3.1 | -15%
O=C1Nc2ccccc2C(=O)N2[C@H](c3cccc(Br)c3)[C@@H]3C(=O)N(Cc4ccccc4)C(=O)[C@@H]3[C@H]12 | 2% | -6% | 5% | -3 | 4% | 1.0 | 0.5 | -7%
CCOC(=O)N1CCN(CC(=O)Nc2sccc2C#N)CC1 | -5% | -3% | 2% | 0 | -1% | 1.0 | -0.5 | -13%
COc1ccc(-c2nnc(SCC(=O)N3CCCCC3)o2)cc1 | 5% | 6% | 0% | -3 | 9% | -1.4 | 0.4 | 26%
CN(C)S(=O)(=O)c1cccc(NC(=O)c2cc([N+](=O)[O-])ccc2N2CCCCC2)c1 | -5% | 7% | -3% | -3 | 12% | -2.3 | -0.8 | -4%
c1ccc(Oc2cccc(NC3=NCCC3)c2)cc1 | -15% | 16% | -9% | -4 | 6% | -3.6 | -0.8 | 3%
Cc1ccc(C(=O)NCCc2cc3ccc(C)c(C)c3[nH]c2=O)cc1[N+](=O)[O-] | -3% | -7% | -3% | 7 | 0% | 0.1 | 0.8 | -2%
CCOc1ccc2nc(SCC(=O)Nc3ccc4c(c3)OCCO4)[nH]c2c1 | -4% | 2% | -3% | 2 | 8% | -0.2 | 1.0 | 3%
O=C(Nc1ccc(S(=O)(=O)Nc2ncccn2)cc1)c1cccc(S(=O)(=O)N2CCCC2)c1 | -2% | 2% | 3% | 1 | 8% | 2.1 | -0.1 | 16%
CC(=O)Nc1ccc(S(=O)(=O)Nc2cccc(-n3c(C)nc4ccccc4c3=O)c2)cc1 | -1% | 1% | -1% | -4 | 2% | -3.7 | -0.7 | 5%
O=C(Nc1ccc(F)cc1)N(Cc1ccco1)Cc1cc2cc3c(cc2[nH]c1=O)OCO3 | -4% | 16% | -7% | -17 | 14% | -1.4 | -0.6 | -4%
Cc1ccc(C(=O)NCC(=O)OCC(=O)N(CC(C)C)c2c(N)n(Cc3ccccc3)c(=O)[nH]c2=O)cc1C | 11% | -2% | -15% | -7 | -6% | -1.8 | -2.1 | ?
CCOC(=O)C(=CNc1ccc2c(c1)CCN2C(C)=O)C(=O)OCC | -14% | 3% | -12% | 8 | 7% | 0.5 | 0.9 | -8%
O=C(O)c1cn(Cc2ccccc2)c2ccc(Cl)cc2c1=O | 5% | 1% | -8% | 3 | 7% | -1.2 | 0.2 | -9%
Cc1ccc(S(=O)(=O)N2CCN(C(=O)CSCc3ccc(C(C)C)cc3)CC2)cc1 | -8% | 4% | -1% | 20 | 4% | -5.8 | 0.2 | -18%
COc1ccc(S(=O)(=O)N2CCN(C(=O)CCc3c[nH]c4ccccc34)CC2)cc1 | -2% | 1% | 1% | 4 | 0% | 1.5 | 1.4 | -6%
COc1ccc(CN(C)C(=O)Cn2cnc(C(=O)Nc3ccc(C)c(C)c3)n2)cc1OC | -4% | -1% | -16% | -4 | 7% | -0.3 | -0.2 | 2%
O=c1[nH]c2ccccc2nc1/C=C(\O)C1CC1 | -2% | 9% | -7% | 1 | 3% | 0.2 | -3.7 | -10%
Cn1c(SC2CCCCC2=O)nnc1-c1ccncc1 (stereo not drawn) | -1% | 3% | -12% | . | 2% | -1.0 | -2.1 | 9%
CN(N)c1ccc2c(C(F)(F)F)cc(C(F)(F)F)nc2n1 | 11% | -8% | 24µM* | 4 | -5% | -0.3 | -3.4 | -8%
CCOc1ccccc1C1CC(c2ccc(Br)cc2)Nc2nc(N)nn21 (stereo not drawn) | 7% | -25% | -2% | -3 | 4% | -1.1 | -1.0 | -6%
Cc1ccc(C)c(NC(=O)Cn2cc(C(=O)C3CC3)c3ccccc32)c1 | -8% | -1% | 1% | 5 | -1% | 1.7 | -0.4 | 9%
COC(=O)/C(C#N)=C/c1c(Oc2cccc(C)c2)nc2ccccn2c1=O | -8% | 8% | 1% | 5 | 3% | -3.0 | -0.6 | -14%
O=C1CC(c2ccc(F)cc2)CC(O)=C1C1NCCc2ccccc21 (stereo not drawn) | 3% | -3% | -2% | 1 | 5% | -0.4 | -0.2 | 14%
COc1ccc(OC)c(N2C(=O)[C@@H]3C(c4ccccc4Cl)=NO[C@@H]3C2=O)c1 | 40µM* | -8% | 19µM* | -66* | 1% | 2.1 | -2.0 | ?
CSc1nnc(-c2sccc2OCc2ccccc2)n1C | -20% | 7% | -9% | 1 | 9% | -0.5 | -2.5 | -5%
O=C1NCCN1CCNc1nc(NCc2ccccc2)nc2ccsc12 | -3% | -2% | 4% | -1 | 10% | -3.1 | 0.5 | 5%
O=[N+]([O-])c1cc(F)c(N2CCOCC2)cc1N1CCCCC1 | -5% | -3% | -3% | . | -7% | -0.3 | -2.4 | -16%
Cc1ccc(SCC(=O)OC(C)C(=O)Nc2ccc(S(N)(=O)=O)cc2)cc1C (stereo not drawn) | -1% | -1% | -9% | -2 | -1% | -2.7 | 0.1 | -5%
C#Cc1ccc(NC(=O)C2(C)CCN2C(=O)C2(c3ccccc3)CC2)cc1 (stereo not drawn) | -2% | 9% | -9% | 0 | 15% | -1.0 | 0.4 | -2%
CCOC(=O)CC(NS(=O)(=O)c1ccc(OC)c(C)c1)c1cccc([N+](=O)[O-])c1 (stereo not drawn) | 0% | 6% | 3% | 3 | -6% | 0.6 | 5.6 | 13%
CC(C)n1c(SCC(=O)NC2CCCCC2)nnc1-c1ccco1 | 13% | 12% | -17% | -9 | 7% | -0.5 | -0.1 | -2%
O=C(/C=C/c1ccccc1)N1CCN(c2ccccn2)CC1 | 1% | -10% | -4% | 0 | 3% | 1.7 | 7.2 | 9%
O=C(Nc1nc2cc3c(cc2s1)OCCO3)c1ccncc1 | 6% | 1% | 21µM* | -18 | 4% | -5.8 | 3.5 | 16%
COc1ccc(NC(=O)c2ccc(Oc3ncccn3)cc2)cc1 | -2%[57.1 µM] | 12% | 0% | 2 | 0% | 0.2 | -0.6 | ?
Cc1ccc(-n2nc(C)c(NC(=O)CCl)c2C)cc1C | 4% | -8% | 1% | -7 | 3% | -1.1 | -4.9 | -1%

In the list so far, three have a Cl atom.
SMILES | WRN inhibitor | EPAC1 agonist | PLK1 PBD inh | PI5P4Ka inh | EPAC2 agonist | CCT chaperon mod | IL2 activator | EPAC1 antagonist
O=C(O)c1cn(Cc2ccccc2)c2ccc(Cl)cc2c1=O | 5% | 1% | -8% | 3 | 7% | -1.2 | 0.2 | -9%
COc1ccc(OC)c(N2C(=O)[C@@H]3C(c4ccccc4Cl)=NO[C@@H]3C2=O)c1 | 40µM* | -8% | 19µM* | -66* | 1% | 2.1 | -2.0 | ?
Cc1ccc(-n2nc(C)c(NC(=O)CCl)c2C)cc1C | 4% | -8% | 1% | -7 | 3% | -1.1 | -4.9 | -1%

Next part:
SMILES | WRN inhibitor | EPAC1 agonist | PLK1 PBD inh | PI5P4Ka inh | EPAC2 agonist | CCT chaperon mod | IL2 activator | EPAC1 antagonist
O=C(CC1Nc2ccccc2NC1=O)NCc1cccnc1 (stereo not drawn) | -2% | -5% | 0% | -4 | -1% | -0.3 | 0.3 | 6%
O=c1c2ccccc2nc2sc(Nc3ccc(F)cc3)nn12 | . | -1% | . | . | 10% | . | -2.5 | -5%
CC(C)C(NS(=O)(=O)/C=C/c1ccccc1)C(=O)NCc1ccc(F)cc1 (stereo not drawn) | 3% | 5% | -20% | -5 | 18% | -1.1 | -0.1 | -5%
CC(C)(/C=N/O)N(O)C=C1C=CC(=O)C=C1 | -1% | 0% | -11% | 6 | 2% | -0.7 | 3.9 | -19%
NC1=NC(c2ccc(Cl)cc2)n2c(nc3ccccc32)N1 (stereo not drawn) | -4% | -2% | -18% | 9 | 0% | -2.3 | 0.3 | -20%
CC(=O)Oc1ccc(/C=N\NC(=O)c2cc3c(ccc4ccccc43)o2)cc1 | -9% | -5% | -6% | 0 | -4% | 1.4 | 0.4 | -9%
COC(=O)c1ccc2c(=O)n(CC3CCCO3)c(=S)[nH]c2c1 (stereo not drawn) | 0%[57.1 µM] | -1% | -3% | . | -1% | -1.8 | -1.2 | 0%
COc1ccc(C)cc1NCC(=O)Nc1ccc(C(C)(C)C)cc1 | -29% | 2% | -8% | 18 | 4% | -2.4 | 1.3 | -23%
O=C(OCc1ccc([N+](=O)[O-])cc1)C1CC(=O)N(CCc2ccccc2)C1 (stereo not drawn) | -18% | -43%[inhibitor] | -3% | -2 | 12% | 1.8 | -0.3 | -11%
COc1cn(-c2ccccc2)nc1C(=O)Nc1ccc(C)cc1Cl | -28% | -2% | -12% | 10 | 4% | -3.2 | 0.2 | ?
CCOc1ccc(OCC)c(NC(=O)C2CCCN(S(=O)(=O)c3cnc[nH]3)C2)c1 (stereo not drawn) | 8% | -14% | -9% | -5 | -1% | -0.2 | 0.6 | -19%

One compound at a time, from the list above.
COc1ccc(C)cc1NCC(=O)Nc1ccc(C(C)(C)C)cc1 is listed as WRN inhibitor = -29%; EPAC1 agonist = 2%; PLK1 PBD inh = -8%; PI5P4Ka inh = 18; EPAC2 agonist = 4%; CCT chaperon mod = -2.4; IL2 activator = 1.3; EPAC1 antagonist = -23%
CC(C)(/C=N/O)N(O)C=C1C=CC(=O)C=C1 is listed as WRN inhibitor = -1%; EPAC1 agonist = 0%; PLK1 PBD inh = -11%; PI5P4Ka inh = 6; EPAC2 agonist = 2%; CCT chaperon mod = -0.7; IL2 activator = 3.9; EPAC1 antagonist = -19%
